# Screening results as filed in PubChem BioAssay.
# ST2 IL33 inh: inhibitors of human ST2 (IL1RL1) binding to IL-33; Q01638; AlphaLISA ST2-Fc/biotin-IL-33 interaction, 1 h; inhibition, % for hits at 17 µM; 2.3% of 78,000 active; AID 1259354; in the data active means inhibition above about 30%; inconclusive means mostly about 10% to 28%
# Target sequence (Q01638 whole entry, looked up): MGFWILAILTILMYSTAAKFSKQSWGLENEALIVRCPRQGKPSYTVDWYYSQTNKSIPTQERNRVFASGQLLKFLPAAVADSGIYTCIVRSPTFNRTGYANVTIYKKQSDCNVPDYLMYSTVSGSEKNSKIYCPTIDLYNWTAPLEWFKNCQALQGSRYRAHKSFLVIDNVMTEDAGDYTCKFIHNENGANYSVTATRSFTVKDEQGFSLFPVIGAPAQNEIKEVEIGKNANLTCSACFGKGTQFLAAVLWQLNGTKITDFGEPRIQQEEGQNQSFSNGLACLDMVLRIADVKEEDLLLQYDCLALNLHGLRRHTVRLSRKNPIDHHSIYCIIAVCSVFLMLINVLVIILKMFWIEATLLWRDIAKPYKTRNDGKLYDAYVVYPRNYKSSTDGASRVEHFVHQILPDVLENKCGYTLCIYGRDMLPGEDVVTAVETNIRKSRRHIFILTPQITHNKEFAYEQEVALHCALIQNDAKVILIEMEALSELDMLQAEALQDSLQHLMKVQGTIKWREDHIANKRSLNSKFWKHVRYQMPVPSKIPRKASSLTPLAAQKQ
# Calls only; i = inactive; u = inconclusive. Not all compounds are listed. The share of hits here may be higher or lower than overall.
SMILES,ST2 IL33 inh
NC(=O)c1ccc2c(c1)-c1ccccc1C2=O,u
Cc1ccc(S(=O)(=O)N(C)CC(=O)Nc2cccc([N+](=O)[O-])c2)cc1,i
Cc1ccccc1CSc1nc(-c2ccco2)nc2c1c(=O)n(C)c(=O)n2C,u
O=C(c1[nH]cnc1-c1ccccc1)N1C[C@H](O)[C@@H](N2CCOCC2)C1,u
CC(=O)Nc1cc(C(=O)N2CCCC2)ccc1S(=O)(=O)c1ccc(C)cc1,i
COC(=O)c1ccc(C(=O)Nc2sc3c(c2-c2nc4ccccc4s2)CCN(C)C3)cc1,u
CCOc1ccc(Br)cc1C1C(C#N)=C(N)Oc2cc(C)oc(=O)c21 (centres undefined),i
COc1cc(Cl)c(C)cc1NC(=O)Cc1ccccc1[N+](=O)[O-],i
O=C1N/C(=C\c2ccc(O)c(Cl)c2)C(=O)N1Cc1ccc(Cl)cc1,i
CCOc1ccc(C(C)=O)cc1N1C(=O)C2C3C=CC(O3)C2C1=O (centres undefined),i
O=C(Nc1ccc(Cl)cc1)c1nn2c(c1Cl)NC(c1ccco1)CC2C(F)(F)F (centres undefined),i
O=C1CC(N2CCCCCCC2)C(=O)N1c1ccc(Br)cc1Br (centres undefined),u
CNC(=O)C1CC(=O)N(c2ccc(F)c(Cl)c2)C1 (centres undefined),i
CCCN(c1ccc(C(C)C)cc1)S(=O)(=O)c1c(C)[nH]c(=O)[nH]c1=O,i
CC(C)c1cc(C2CCN(C(=O)c3cc(C(C)C)no3)CC2)[nH]n1,i
COCC(=O)Nc1c(C)cc(C)cc1C,i
COc1cc(C)c2c(=O)c(Oc3ccccc3)c(C(F)(F)F)oc2c1,i
Cn1c(SCC(=O)Nc2cccc(Cl)c2)nc2c([nH]c3ccccc32)c1=O,i
COc1ccc(C(=O)NC2CC2)c(OC2CCN(Cc3cccc(SC)c3)CC2)c1,i
CCOc1ccc(C2C3=C(CCCC3=O)Nc3nc(SCc4ccccc4)nn32)cc1 (centres undefined),i
Cc1ccc(C(=O)Nc2ccc(S(N)(=O)=O)cc2)o1,i
Cc1ccc(-c2nc(SCC(=O)NCc3ccco3)c(-c3ccc(Cl)cc3)[nH]2)cc1,i
CC(=O)Nc1ccc(S(N)(=O)=O)cc1,i
O=[N+]([O-])c1ccccc1C=Nc1ccc2c(c1)OCCO2,u
CC1(C)CC[C@]2(C(=O)O)CC[C@]3(C)C(=CCC4[C@@]5(C)C[C@@H](O)[C@H](O)C(C)(C)C5CC[C@]43C)[C@@H]2[C@@H]1O (some centres undefined),i
O=S(=O)(NCCc1csc(-c2ccncc2)n1)NCc1ccccc1,i
CN(C)c1ncc2c(n1)CCCC2NC1CCN(c2ccccc2F)CC1 (centres undefined),i
CCS(=O)(=O)N1CCCC(C(=O)NCCCN2CCC(C)CC2)C1 (centres undefined),i
CC1=C(n2cnc([N+](=O)[O-])n2)C(c2ccccc2)C(C#N)=C(N)O1 (centres undefined),u
COc1ccc(Cn2c(CNS(=O)(=O)c3ccc(C(C)C)cc3)nc3cccnc32)cc1,i
Cc1ccccc1C1=N/C(=C\c2cccc([N+](=O)[O-])c2)C(=O)O1,i
Cc1ccc([N+](=O)[O-])cc1N1C(=O)Nc2cc(Cl)c(Cl)cc2N1O,i
CC1(C)CC(=O)c2cc(OCC(=O)N3CCOCC3)ccc2O1,i
CC1(C)CC(=O)c2cc(C(=O)NC3CCCCC3)c(=O)n(-c3ccc(Cl)cc3)c2C1,i
CCC(=O)Nc1sc2c(c1-c1nc3ccccc3s1)CCN(C(C)C)C2,i
Cc1ccc(OCCN(C)C(=O)C2CCC(=O)N(Cc3ccccn3)C2)cc1 (centres undefined),i
Cc1cc(NC(=O)CSC2=Nc3ccccc3C3=NC(c4ccccc4)C(=O)N23)n[nH]1 (centres undefined),i
Cc1cc(N(C)C)nc(N2CCN(S(=O)(=O)c3cccc(Cl)c3)CC2)n1,i
Cc1cc(Br)ccc1NC(=O)Cn1ncc2c(=O)oc3ccccc3c21,u
CCN1C(=O)CC(CC(=O)N2CCN(c3ccccc3O)CC2)(c2cccc(C(F)(F)F)c2)C1=O (centres undefined),u

# Reformatted: entries from further up
SMILES | ST2 IL33 inh
Cc1ccc([N+](=O)[O-])cc1N1C(=O)Nc2cc(Cl)c(Cl)cc2N1O | i
CC1(C)CC(=O)c2cc(OCC(=O)N3CCOCC3)ccc2O1 | i

# Going on with the list.
SMILES,ST2 IL33 inh
O=S(=O)(c1cccc(-c2nnc(-c3ccc(Br)cc3)o2)c1)N1CCOCC1,i
O=C(NCCO)c1ccc(-c2nnc(Nc3ccccc3)c3ccccc23)cc1,i
O=C1C(=O)N(CN2CCCCC2)c2ccc(Br)cc21,u
O=C(Nc1ccccc1)c1cc(S(=O)(=O)N2CCSCC2)ccc1Cl,u
O=[N+]([O-])c1cc(CN2CCOCC2)ccc1O,i
CCOC(=O)C1CCN(C(=O)C2c3ccccc3Oc3ccccc32)CC1,i
CC(C)c1ccc(-c2nc(N3CCCCC3)[nH]c(=O)c2C#N)cc1,i
CCOC(=O)c1c(C)oc2ccc(OC(=O)C(C)(C)C)cc12,i
Cc1nc2ccc(C(=O)Nc3cnc4n3CCCC4)cc2nc1C,i
OCCNc1cc(-c2ccccc2)nc(-c2ccc(Br)cc2)n1,i
CN(C)CC1(O)CCN(C(=O)c2cc(-c3ccccc3)nc3ccccc23)C1 (centres undefined),i
O=C(O)[C@H]1C[C@@H](C(=O)Nc2ccc(F)cc2)CN(Cc2cccnc2)C1,i
CN(Cc1ccccc1)Cc1cn([C@H]2CO[C@H]3[C@@H]2OC[C@@H]3NC(=O)NCc2ccccc2)nn1,i
CCCOc1ccc(-c2nc(NCCN)c3ccccc3n2)cc1,i
O=C(C1CNCCN1C(=O)c1ccc(-n2cnnc2)cc1)N1CCOCC1 (centres undefined),i
COCc1nc(NCc2cc(CC(C)C)no2)c2cnn(C)c2n1,i
COc1cc([N+](=O)[O-])ccc1NC(=O)CCCOc1cccc(C)c1,i
Cc1ccc(C)c(N(CN2C(=O)c3ccccc3C2=O)C(=O)C(F)(F)F)c1,i
CC(=O)C1=C(O)C(=O)NC1c1ccc(Cl)cc1 (centres undefined),i
O=C(COc1ccc([N+](=O)[O-])cc1)Nc1cccc(I)c1,i
COc1cccc(Nc2ncnc3sc4c(c23)CCCC4)c1,i
CCc1c(C)sc(NC(=O)c2cc(-c3ccc(OC)cc3)on2)c1C#N,i
COc1ccc(CCN(C)Cc2nc(-c3ccc(OC)c(OC)c3OC)no2)cc1OC,u
CC1(C)Cc2c(C#N)c(N3CCN(C(=O)c4ccco4)CC3)nc(Cc3ccccc3)c2CO1,u
COc1cc(Cl)cc2cc(C(=O)N3CCC(O)(CN(C)C)C3)oc12 (centres undefined),i
CS(=O)(=O)NCCC1CN(Cc2cc3ccccc3[nH]2)CCO1 (centres undefined),u
Cc1cc2c(c(=O)o1)C1(C(=O)Nc3ccc(Br)cc31)C(C#N)=C(N)O2 (centres undefined),i
COc1cccc(/C=C(\C#N)c2nc3ccccc3s2)c1OC,u
Cc1cc2nc(COc3ccc(Cl)cc3NC(=O)C(C)C)cc(=O)n2o1,i
O=C(Nc1c[nH]c(=O)[nH]c1=O)c1cccc(N2C(=O)CCC2=O)c1,i
Cc1ccc(-n2c(SCC(=O)Nc3cccc(F)c3)nc3c(c2=O)SCC3)cc1,u
Cc1ccc(C2C3=C(CCCC3=O)Nc3nc(SCC(C)C)[nH]c(=O)c32)cc1 (centres undefined),u
COCCn1c(CNS(=O)(=O)c2ccc(Cl)cc2)nc2cccnc21,i
CCn1nc(C)cc1C(=O)Nc1ccc(Cl)c(C(=O)OC(C)C)c1,u
CCOc1ccccc1NC(=O)C(NS(=O)(=O)c1ccc2c(c1)oc(=O)n2C)C(C)C (centres undefined),i
CCOC(=O)C1=C(C)Nc2nc(SCc3ccccc3Cl)nn2C1c1cccs1 (centres undefined),i
COC(=O)c1cc(CNC(=O)Cc2c(F)cccc2Cl)cc(NC(=O)c2ccco2)c1,u
C=CCn1c(C(C)NC(=O)CC)nc2ccccc21 (centres undefined),i
CC1(C)C(C=C(Cl)Cl)C1C(=O)Nc1ccc([N+](=O)[O-])cc1 (centres undefined),u
Cc1c(Cl)c(C)c([N+](=O)[O-])c(O)c1C=Nc1ccccc1,i

# Next section, starting with the last six of the part before.
SMILES,ST2 IL33 inh
CCOc1ccccc1NC(=O)C(NS(=O)(=O)c1ccc2c(c1)oc(=O)n2C)C(C)C (centres undefined),i
CCOC(=O)C1=C(C)Nc2nc(SCc3ccccc3Cl)nn2C1c1cccs1 (centres undefined),i
COC(=O)c1cc(CNC(=O)Cc2c(F)cccc2Cl)cc(NC(=O)c2ccco2)c1,u
C=CCn1c(C(C)NC(=O)CC)nc2ccccc21 (centres undefined),i
CC1(C)C(C=C(Cl)Cl)C1C(=O)Nc1ccc([N+](=O)[O-])cc1 (centres undefined),u
Cc1c(Cl)c(C)c([N+](=O)[O-])c(O)c1C=Nc1ccccc1,i
CCCc1cc2c(=O)c(-c3ccc4c(c3)OCCO4)c(CC)oc2cc1O,i
Cc1ncc(C(=O)N2CCC(O)(CN(C)C)C2)c(-c2ccccc2)n1 (centres undefined),u
Cc1ccc(CN(C)C(=O)c2cccc(-c3ncc[nH]3)c2)o1,u
CC1CCCC(NS(=O)(=O)c2cccc3cccnc23)C1C (centres undefined),i
Cc1cc(Cl)ccc1OCC(O)CN1CCN(c2ccccc2)CC1 (centres undefined),i
CCN1C(=O)CSC1=NC(C)Cc1ccccc1 (centres undefined),i
CN1CC2(CCCN(Cc3noc(C(C)(C)C)n3)C2)OC1=O (centres undefined),u
COc1ccc(OC)c(C(=O)c2ccc(C(=O)O)cc2)c1,i
COc1cccc(NC(=O)c2nn(-c3ccc(Cl)cc3)c(=O)c3ccccc23)c1,i
CC(=O)N1c2ccc(N=Cc3ccc(Cl)cc3)cc2CC1C (centres undefined),i
O=C(NC1CC1)c1cc2n(n1)CCN(Cc1ccnn1-c1ccccc1)C2,i
COc1cc(CN2CCCN(C)CC2)c([N+](=O)[O-])cc1OC,u
Cc1[nH]c2ccccc2c1CC(=O)NCc1nnc(-c2ccccc2)o1,u
COc1cccc(-c2nnc(NC(=O)c3ccc(S(=O)(=O)N4CCCCC4C)cc3)o2)c1 (centres undefined),i
O=C(Cn1cnc2c(cnn2-c2ccccc2)c1=O)NC1CCCC1,i
CNC(=O)n1ccc(C(=O)N2CCCCC2)n1,i
COC(=O)[C@@H]1C[C@@H](O)CN1C(=O)c1ccc2oc(C)cc2c1,i
CN1CCN(C(=O)c2cc(-c3ccc(Cl)cc3)on2)CC1,i
NS(=O)(=O)c1ccc([N+](=O)[O-])cc1,i
COc1ccc(NC(=O)[C@H]2[C@H](C(=O)O)[C@H]3C=C[C@@H]2C3)cc1,i
CCc1ocnc1C(=O)NC1CCCc2nc(-c3cccnc3)ncc21 (centres undefined),i
CC(C)c1cc(CN(C)C(=O)CC2C(=O)NCCN2C(C)C)no1 (centres undefined),u
CCC(NC(=O)C1CCN(C(C)=O)CC1)c1ccnn1C (centres undefined),i
CCCOC(=O)N1CCC(N2CCCC(C(=O)NCc3ccccn3)C2)CC1 (centres undefined),u
COc1ccc(OC)c(NC(=O)CN2C(=O)C3C4CCC(C4)C3C2=O)c1 (centres undefined),i
O=C(CCn1cncn1)N1CCC(Cc2nncn2-c2ccccc2)CC1,u
Cc1ccc(N2C(=O)CC(Sc3ccccc3C(=O)O)C2=O)c([N+](=O)[O-])c1 (centres undefined),i
C/C(=C\c1cc(Cl)ccc1O)CN(C)Cc1noc(C)n1,i
COc1cc2c(C(=O)NCc3ccccn3)cn(CC(C)C)c(=O)c2cc1OC,i
CC(=O)C1=C(C)Nc2ncnn2C1c1ccccc1Cl (centres undefined),u
CC(=O)Nc1cccc(NC(=O)c2ccco2)c1,i
CCCOC(=O)c1ccc(NS(C)(=O)=O)cc1,i
CCCCOC(=O)Cn1c(=N)n(CCC)c2ccccc21,i
COc1ccccc1C(=O)Nc1nc(-c2ccc(S(=O)(=O)N3CCOCC3)cc2)cs1,u
Cc1cc(C)c(NC(=O)CCCC(=O)O)c(C)c1,i
Cc1ccccc1CSc1nnc2c(n1)[nH]c1ccccc12,u
CCn1c(C)csc1=NC(=O)c1ccccc1O,i
Cc1cccc(N2CCN(S(=O)(=O)c3ccc4c(c3)c(=O)n(C)c(=O)n4C)CC2C)c1 (centres undefined),i
Cc1c(Cl)cccc1NC(=O)c1cnc2scc(C)n2c1=O,i
O=c1c(-c2cnn(-c3ccccc3)c2)coc2cc(O)ccc12,i

# By substructure, the compounds so far containing a tert-butyl group
SMILES,ST2 IL33 inh
CCOC(=O)c1c(C)oc2ccc(OC(=O)C(C)(C)C)cc12,i
CN1CC2(CCCN(Cc3noc(C(C)(C)C)n3)C2)OC1=O (centres undefined),u

# (next part)
SMILES,ST2 IL33 inh
CCOc1ccccc1-n1c(-c2cn(CC)nc2C)n[nH]c1=O,i
Cc1ccc(Cn2ccc(NC(=O)c3cc(-c4ccco4)on3)n2)cc1,i
O=C(NCCCN1CCOCC1)c1cc(-c2cccs2)on1,i
O=C(CN(c1ccccc1)S(=O)(=O)c1ccc(Cl)cc1)Nc1ccccc1,u
CCOc1ccc(S(=O)(=O)NC(C)CC)c2cccnc12 (centres undefined),i
O=C(c1cn(C(c2ccccc2)c2ccccc2)nn1)N1CCC(c2ccccc2Cl)C1 (centres undefined),i
COc1ccc(S(=O)(=O)Nc2ccc(Cl)cc2Cl)cc1,i
O=C1C2C3CCC(C3)C2C(=O)N1c1ccccc1Cl (centres undefined),i
O=C(O)c1ccc(CN2CC[C@H](c3nnc(-c4ccccc4F)o3)C2)cc1,i
CCCCCCCC/C=C\CCCCCCCC(=O)NCCO,i
CCc1oc2cc(O)ccc2c(=O)c1-c1ccc2c(c1)OCCO2,i

# Reprinted at random: two compounds from above.
SMILES,ST2 IL33 inh
Cc1cc(Cl)ccc1OCC(O)CN1CCN(c2ccccc2)CC1 (centres undefined),i
CC1CCCC(NS(=O)(=O)c2cccc3cccnc23)C1C (centres undefined),i
